TDP2 inh – human TDP2 enzyme inhibitors, primary screen, biochemical, epi absorbance, recombinant enzyme; T5PNP hydrolysis, p-nitrophenol absorbance 415 nm; Tyrosyl-DNA phosphodiesterase 2 (Homo sapiens), O95551; inhibition, % at 12.8 µM; AID 720702, 2013; 0.34% of 370,000 active;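 active means inhibition above the mean of all tested compounds plus 3 SD, set per campaign, cut at about 25% in these data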;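 further: 0% = DMSO with enzyme and 100% = buffer with substrate but no TDP2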
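Read-out basis: percent inhibition. System: recombinant human TDP2. Buffer or medium: Mg2+-containing Tris-HCl buffer, pH 7.5. Repeats: single replicate. Timing: reaction 2 h, 37 °C. Benchmarks: high control without enzyme, low control DMSO plus TDP2. Probe or stimulus: 5 mM T5PNP. Doses: 12.8 µM only. Measured by: epi absorbance of p-nitrophenol freed from T5PNP by hydrolysis.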
SIAE primary – human SIAE inhibitors, primary screen, biochemical, fluorescence polarization, FP-Rh probe, 1536-well HTS; SIAE FP-Rh probe binding; inhibition, % at 9.66 µM; 0.69% of 370,000 active;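 active means inhibition above a cutoff: mean of compounds within the control limits plus 3 SD of those, cut at about 17% in these data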;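 further: 0% = plate median of compound wells and 100% = probe without SIAE protein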
ADAM10 inh – human ADAM10 inhibitors, primary screen, biochemical, QFRET, HTS; recombinant ADAM10, EDANS/DABCYL FRET peptide cleavage, 3 h; inhibition, % at 7 µM; 0.62% of 370,000 active; Disintegrin and metalloproteinase domain-containing protein 10 (Homo sapiens), O14672;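 active means inhibition above a per-campaign cutoff equal to the mean of compounds falling between control-based bounds plus 3 SD, cut at about 20% in these data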;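 further: 0% = DMSO wells while the 100% control is not disclosed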
PLCb3 inh – human PLC-beta3 inhibitors, primary screen, biochemical, fluorescence. 1-phosphatidylinositol 4,5-bisphosphate phosphodiesterase beta-3 (Homo sapiens), Q01970. Purified PLC-beta3, fluorogenic substrate. inhibition, % at 12.2 µM. 0.18% of 370,000 active; in the data active means inhibition above about 11%;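 further: 0% = median of compound wells on plate and 100% = full blocker control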
ASAP1 inh – inhibitors of human ASAP1 ArfGAP activity, primary screen, biochemical, fluorescence polarization; Arf-GAP with SH3 domain, ANK repeat and PH domain-containing protein 1 (Homo sapiens), …; ASAP1-stimulated ARF1 GTP hydrolysis, GDP FP detection; inhibition, % at 16.5 µM; 0.19% of 360,000 active; AID 624377, 2012; in the data active means inhibition above about 25%;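 further: 0% = vehicle with enzyme and substrate and 100% = no enzyme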
Target sequence (Q9ULH1 325-724 limits assumed): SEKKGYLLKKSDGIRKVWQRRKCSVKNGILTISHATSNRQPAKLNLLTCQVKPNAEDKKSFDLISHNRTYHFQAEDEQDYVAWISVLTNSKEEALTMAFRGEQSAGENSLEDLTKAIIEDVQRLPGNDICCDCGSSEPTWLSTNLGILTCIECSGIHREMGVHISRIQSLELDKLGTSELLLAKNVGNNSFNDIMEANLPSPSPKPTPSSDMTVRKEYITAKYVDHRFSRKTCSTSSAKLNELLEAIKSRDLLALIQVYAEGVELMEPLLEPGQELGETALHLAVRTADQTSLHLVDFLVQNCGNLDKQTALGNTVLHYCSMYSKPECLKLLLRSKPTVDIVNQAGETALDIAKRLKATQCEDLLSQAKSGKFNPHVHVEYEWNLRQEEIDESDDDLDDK
ADAM17 inh – ADAM17 inhibitors, primary screen, biochemical, QFRET. Disintegrin and metalloproteinase domain-containing protein 17 (Homo sapiens), P78536. recombinant ADAM17, EDANS/DABCYL FRET peptide cleavage. inhibition, % at 6.95 µM. 0.83% of 370,000 active;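 active means inhibition above the mean of compounds lying between control limits plus 3 SD, set per campaign, cut at about 8.5% in these data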;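 further: 0% = DMSO-only wells as the low control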
ARFGAP1 inh – inhibitors of rat ARFGAP1 GAP activity, primary screen, biochemical, fluorescence polarization, GDP tracer | ADP-ribosylation factor GTPase-activating protein 1 (Rattus norvegicus), Q62848 | Arfgap1-stimulated ARF1 GTP hydrolysis, GDP FP detection | 0.26% of 360,000 active | inhibition, % at 16.5 µM;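 active means inhibition above a per-plate limit, mean inhibition of low control wells plus 3 SD, cut at about 25% in these data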;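 further: 0% = DMSO wells with enzyme and 100% = wells lacking Arfgap1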
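Assay system: Rat Arfgap1 GAP domain (His6, aa 1-136), purified enzyme | Buffer or medium: HEPES 25 mM pH 7.5, NaCl 150 mM, MgCl2, DTT | Schedule: GTP hydrolysis reaction 2 h at 25 °C | Signal: FP of antibody-bound GDP Alexa 633 tracer, ex 620/em 688 nm | Measure: Percent inhibition of Arfgap1-stimulated GTP hydrolysis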
DDE Tn7 FP inh – inhibitors of Tn7 peptide binding to fibrin DD(E), primary screen, biochemical, fluorescence polarization, human fibrin, Tn7 probe; Fibrinogen beta chain (Homo sapiens), P02675; FP displacement of FITC-Tn7 peptide from fibrin DD(E); 0% = median of compound wells per plate; inhibition, % at 8.3 µM; 0.13% of 370,000 active;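 active means inhibition above the mean of compounds falling within the control limits plus 3 SD of them, cut at about 14% in these data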;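 further: 0% = plate median of compound wells and 100% = 10 µM Aha-Tn7 peptide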
Target sequence (P02675 whole entry, looked up): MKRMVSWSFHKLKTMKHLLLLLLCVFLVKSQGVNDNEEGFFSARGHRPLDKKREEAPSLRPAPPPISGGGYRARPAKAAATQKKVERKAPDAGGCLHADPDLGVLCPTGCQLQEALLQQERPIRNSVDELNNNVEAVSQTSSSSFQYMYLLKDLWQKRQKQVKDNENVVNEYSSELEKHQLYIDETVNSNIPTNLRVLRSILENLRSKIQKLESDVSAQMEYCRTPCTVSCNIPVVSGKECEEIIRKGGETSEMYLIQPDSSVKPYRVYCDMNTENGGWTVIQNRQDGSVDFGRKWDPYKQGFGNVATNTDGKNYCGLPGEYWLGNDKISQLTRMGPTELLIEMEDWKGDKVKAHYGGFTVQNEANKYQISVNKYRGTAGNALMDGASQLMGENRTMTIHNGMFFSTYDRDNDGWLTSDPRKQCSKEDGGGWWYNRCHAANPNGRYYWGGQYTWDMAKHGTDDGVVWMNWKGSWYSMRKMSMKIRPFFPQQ
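assay system = human clot-derived fibrin DD(E) complex | quantity = Fibrin-DD(E) at 2 µM final | timing = 10 min preincubation, 3 h with tracer, room temperature | signal = fluorescence polarization | measure = percent inhibition | benchmarks = high control wells with 10 µM unlabelled Aha-Tn7 peptide (full inhibition) | replicates = singlicate testing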
PLCg1 inh – PLC-gamma1 enzyme inhibitors, primary screen, biochemical, fluorescence, purified enzyme | fluorogenic substrate | inhibition, % at 12.2 µM | 0.84% of 370,000 active; in the data active means inhibition above about 9.5%
Tn6 DDE FP – inhibitors of Tn6 peptide binding to fibrin DD(E), primary screen, biochemical, fluorescence polarization, human fibrin, Tn6 probe; Fibrinogen beta chain (Homo sapiens), P02675; Fibrin DD(E) TRITC-Tn6 fluorescence polarization displacement; inhibition, % at 8.3 µM; 0.21% of 370,000 active;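 active means inhibition above a per-campaign cutoff: mean of compounds within control limits plus 3 SD, cut at about 15% in these data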;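 further: 0% = median of all compound wells on the plate and 100% = blocking peptide control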
* = called active by the depositor; / = no result given.

no.	SMILES	TDP2 inh	SIAE primary	ADAM10 inh	PLCb3 inh	ASAP1 inh	ADAM17 inh	ARFGAP1 inh	DDE Tn7 FP inh	PLCg1 inh	Tn6 DDE FP
1	COc1ccc(S(=O)(=O)N2CCC(C(=O)N[C@H](C(=O)NC3CCCC3)C(C)C)CC2)cc1	1	-5	4	0	-1	-6	-6	-2	0	-4
2	COc1cc(C(C)=O)ccc1OCC(=O)OCCCOC(=O)COc1ccc(C(C)=O)cc1OC	-23	-5	4	-1	10	1	-13	0	6	-7
3	CCC(c1nnnn1C1CCCC1)N(Cc1cccs1)Cc1cc2cc(C)ccc2[nH]c1=O (stereo not drawn)	-15	1	-139	-224	10	-39	-4	1	-184	-4
4	Oc1ccc(C2C[C@H]3CC[C@@H]2C3)cc1O (stereo partly drawn)	1	7	-7	-10	12	-1	2	-3	-4	5
5	Cc1ccc(CNC(=O)C2CCCN(S(=O)(=O)c3c(C)noc3/C=C/N(C)C)C2)cc1 (stereo not drawn)	-15	4	9	-15	-4	1	-2	-8	-1	-5
6	CC(C)NC(C(=O)Nc1cc(Cl)cc(Cl)c1)c1ccccc1 (stereo not drawn)	-2	-3	5	-2	8	-4	3	5	2	-3
7	CN1C(=O)C(C)(C)c2cc(S(=O)(=O)N3CCCC(C(=O)NCc4ccc(Cl)cc4)C3)ccc21 (stereo not drawn)	-4	-9	-8	3	-2	3	5	-1	0	6
8	COc1ccc(NC(=S)N2CCNC(=O)C2CC(=O)Nc2ccc(C)cc2)cc1 (stereo not drawn)	-2	6	0	3	9	2	1	-10	1	-5
9	CCc1ccccc1OCC(=O)OCC(=O)N1CC(=O)Nc2ccccc21	7	2	3	-2	-6	1	-3	0	-2	-1
10	Cc1ccc(NC(=O)Nc2c(C)n(C)n(-c3ccccc3)c2=O)cc1C	-12	-1	3	6	6	1	3	4	4	0
11	COc1ccc(C(=O)C[n+]2cccc3cc(C)ccc32)cc1	19	4	-11	-20	-3	-5	3	1	-8	2
12	COc1ccc(C(=O)NCC(=O)N2CCC(Cc3ccccc3)CC2)cc1OC	-10	3	4	-12	-4	-6	-9	6	0	3
13	COCCCNc1nc2c(-c3ccc(C)cc3)nnn2c2ccccc12	-10	-16	-13	-190	1	-18	7	-4	-148	-6
14	Cc1nnc(SCC(=O)Nc2ccc3c(c2)COC3=O)n1-c1ccccc1	0	-5	-9	2	-2	0	3	-4	3	3
15	CCCCc1sc(-c2c(C#N)c(N)nc3c2CCCCC3)cc1[N+](=O)[O-]	-6	-10	-4	0	-16	-5	-9	-5	-1	-1
16	CC(CCN1CCC(C(O)(c2ccccc2)c2ccccc2)CC1)Oc1ccc(F)cc1 (stereo not drawn)	-11	-31	8	3	/	3	/	-9	2	1
17	O=C(COC(=O)c1ccccn1)Nc1nccs1	7	7	6	2	3	-4	7	-2	-2	-2
18	COc1ccccc1CNC(=O)COC(=O)c1ccncc1	-7	-3	-12	-7	-1	-2	6	-6	-7	7
19	CCCCn1c(=O)[nH]c(=O)c2c1nc(COc1ccc(C#N)cc1)n2CCC	11	-3	-2	0	-8	-4	-15	2	1	-1
20	Clc1ccc(-c2nnnn2-c2ccc(Cl)cc2)cc1	9	-2	-5	-7	-2	2	10	-7	-1	2
21	O=C(OCc1cn([C@@H]2CN(Cc3cccs3)[C@@H](c3ccc(Cl)cc3)C[C@H]2O)nn1)c1ccccc1	2	-34	-12	3	5	-4	8	2	1	2
22	COc1cc2c(c3oc(-c4ccccc4)cc(=O)c13)C=CC(C)(C)O2	-2	-18	-12	-183	8	-1	0	0	-131	-6
23	Cc1ccc(NC(=O)CN(C)C(=O)Cn2ccsc2=N)cc1	-3	1	-3	-4	3	0	-9	-3	1	0
24	CCn1c(=O)cc(N2CCCCC2)[nH]c1=O	-1	7	0	-1	-4	-5	4	0	0	6
25	COc1cc(C(=O)NCc2ccc3[nH]c(C)cc3c2)cc(OC)c1OC	3	4	-1	-2	3	-1	0	-3	-1	-1

Complete entries as entered above. Values in the order: TDP2 inh, SIAE primary, ADAM10 inh, PLCb3 inh, ASAP1 inh, ADAM17 inh, ARFGAP1 inh, DDE Tn7 FP inh, PLCg1 inh, Tn6 DDE FP
Profile of COc1cc2c(c3oc(-c4ccccc4)cc(=O)c13)C=CC(C)(C)O2 : -2, -18, -12, -183, 8, -1, 0, 0, -131, -6
Profile of COc1cc(C(=O)NCc2ccc3[nH]c(C)cc3c2)cc(OC)c1OC : 3, 4, -1, -2, 3, -1, 0, -3, -1, -1

Following part:
no.	SMILES	TDP2 inh	SIAE primary	ADAM10 inh	PLCb3 inh	ASAP1 inh	ADAM17 inh	ARFGAP1 inh	DDE Tn7 FP inh	PLCg1 inh	Tn6 DDE FP
26	O=C(N/C(=C\c1ccco1)C(=O)N1CCCC1CO)c1ccccc1 (stereo not drawn)	-1	5	-4	-26	-9	-3	14	-4	-20	1
27	Cc1ccc(S(=O)(=O)N(Cc2ccc(C(F)(F)F)cc2)C(=O)N2CCN(C)CC2)cc1	14	-3	-12	2	2	-3	6	-1	1	-4
28	Cc1ccccc1-c1nc(CS(=O)(=O)CC(=O)N2CCc3ccccc3C2)c(C)o1	3	-6	-8	-8	6	-1	9	0	-10	-4
29	COc1ccc(/C=N/NC(=O)c2ccc(Cl)cc2)cc1Cn1cc(Cl)cn1	-3	-8	-23	-7	9	-5	-5	-3	-8	2
30	CC(=O)c1cn(-c2ccc(Cl)cc2)c(=O)n(Cc2ccc(F)cc2)c1=O	-2	1	-6	1	6	-2	1	-5	-1	9
31	O=C(NCC1CCCO1)c1nn2c(C(F)(F)F)cc(-c3cc(Br)cs3)nc2c1Br (stereo not drawn)	-1	-1	4	-35	-8	-6	8	2	-19	4
32	O=c1cc(O)nc[nH]1	-7	-6	0	-8	4	2	9	-5	6	1
33	C/C=C/c1ccc(OCC(O)CN(C)Cc2ccc(SC)cc2)c(OC)c1 (stereo not drawn)	13	1	-3	-5	3	-2	4	1	0	-3
34	c1ccc(CN(Cc2cccs2)C(c2cccs2)c2nnnn2C2CCCC2)cc1 (stereo not drawn)	3	7	-1	0	4	-4	7	3	-2	-7
35	OCCN1CCOCCN(CCO)CCOCC1	-4	-3	-11	4	3	2	8	-7	-1	-10
36	Cc1nn(C)c(C(=O)N/N=C/c2ccncc2)c1Cl	10	7	-4	-6	-11	0	9	-1	0	-4
37	CC1CCCCC1NC(=O)c1cc(=O)[nH]c2ccccc12 (stereo not drawn)	7	-2	-22	-12	-4	-9	-9	0	-4	7
38	CC(=O)c1c(C)[nH]c(C(=O)Nc2ccccc2N2CCOCC2)c1C	8	8	-3	-7	-21	-2	3	-2	-2	2
39	COC(=O)Cc1[nH]nc2c1C(c1cccc(OC)c1OC)C(C#N)=C(N)O2 (stereo not drawn)	14	3	0	-27	-4	-8	10	-5	-1	-2
40	COc1ccccc1N(C(=O)CNC(=O)c1ccco1)C(C(=O)NC1CCCC1)c1ccncc1 (stereo not drawn)	0	1	0	1	10	-1	12	1	0	6
41	N=C1C(c2nc3ccccc3s2)=C(O)CN1c1ccccc1	5	-1	-9	-11	3	-3	-1	-7	-12	-1
42	CCN(CC(=O)Nc1c(F)cccc1F)C(=O)c1ccc(=O)[nH]c1	-4	-10	-6	-1	6	3	1	-2	1	-3
43	COC(=O)c1ccc(S(=O)(=O)N2CCCN(Cc3ccc(F)cc3)CC2)n1C	-1	-1	-1	-5	3	-3	11	12	1	-4
44	Cc1nn(CC(=O)N(C)C2(C#N)CCCCC2)c(C)c1[N+](=O)[O-]	8	-3	-5	-3	5	-11	-5	4	-3	8
45	COc1cccc(C(=O)Nc2nnc(-c3ccc(OC)cc3OC)s2)c1	2	-11	-3	-20	-3	-1	2	1	-10	2
46	CN(Cc1cccs1)C(=O)Cn1cnc2cc([N+](=O)[O-])ccc2c1=O	-3	-4	-23	-10	1	-7	5	-2	-3	1
47	Cc1c(C(=O)O)sc2nc3n(c(=O)c12)CCC3	7	-1	-5	-5	-5	-3	4	-7	-7	-4
48	CC(=O)N/C(=C\c1ccc(F)cc1)C(=O)NC(Cc1c[nH]c2ccccc12)C(=O)O (stereo not drawn)	6	2	-8	1	3	0	6	1	-3	0
49	CCOC(=O)[C@]12CCCCC/C=C\1N(Cc1ccc(OC)cc1)C(=O)[C@H]2CC(=O)NCCc1ccccc1OC	9	11	5	1	/	3	/	1	0	-8
50	Cc1ccc(NC(=O)CCOc2ccccc2C)cc1C	8	0	4	9	-5	4	0	8	8	1

Taken from above:
Tn6 DDE FP, no. 39 : -2
ADAM10 inh, no. 2 : 4

Random draw from the library; any-hit rate near 3.6%.
